TNAP inh hi DEA – blocks human TNAP under high phosphate acceptor concentration; P05186; purified TNAP, CDP-star luminescence, 1 M DEA; inhibition, % at 20 µM; 0.03% of 200,000 active;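 active = over 50% inhibition of tissue-nonspecific alkaline phosphatase at 20 µM in the single-dose screen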;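 also: plate controls were DMSO wells for no effect and EDTA-quenched wells as full inhibition for full effect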
Target sequence (P05186 whole entry, looked up): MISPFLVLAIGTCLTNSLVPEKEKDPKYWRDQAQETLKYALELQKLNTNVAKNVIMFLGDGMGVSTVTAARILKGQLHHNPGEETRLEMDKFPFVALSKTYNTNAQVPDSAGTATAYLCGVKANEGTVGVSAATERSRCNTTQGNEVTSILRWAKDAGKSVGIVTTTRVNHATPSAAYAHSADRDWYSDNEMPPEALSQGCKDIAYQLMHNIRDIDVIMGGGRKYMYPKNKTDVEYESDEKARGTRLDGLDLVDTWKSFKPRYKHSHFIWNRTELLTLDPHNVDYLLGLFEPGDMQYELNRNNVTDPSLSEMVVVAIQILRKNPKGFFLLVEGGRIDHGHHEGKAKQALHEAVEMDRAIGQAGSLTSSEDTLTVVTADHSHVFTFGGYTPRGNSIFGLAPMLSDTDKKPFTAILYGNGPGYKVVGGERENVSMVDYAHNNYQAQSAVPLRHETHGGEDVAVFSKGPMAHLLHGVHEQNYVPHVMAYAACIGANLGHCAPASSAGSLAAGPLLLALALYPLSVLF
Redox H2O2 prof – compounds producing H2O2 with reducing agent – biochemical, NIH compound library profiling, artefact control for MLSCN library redox annotation, primary screen; DTT-dependent redox cycling H2O2, phenol red/HRP absorbance; 100% = 100 µM peroxide control, 0% = buffer; activation, % at 10 µM; 0.03% of 200,000 active; AID 878;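 active = activation of at least 50% relative to the plate's high and low controls in the primary single-dose screen; inactive = activation below 50%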;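 also: compound incubated with DTT at 0.8 mM final as the reducing agent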
RAM network inh – inhibitors of the yeast RAM network. inhibition, % at 50 µM. AID 868. 1.8% of 190,000 active. S. cerevisiae dse1pr::URA3 reporter, 5-FOA growth OD615, 2 d; analog-sensitive cbk1-as2 kinase mutant strain;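 active = inhibition above a set limit, 3 SD over mean compound inhibition, cut at about 8.4% in these data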;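 also: 0% = DMSO-only wells with no growth and 100% = 10 µM 1-NA-PP1 full growth; inhibition rescues growth on 5-FOA so higher OD means more RAM inhibition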
Efa HMGR inh – inhibitors of class II HMG-CoA reductase from Enterococcus faecalis | purified E. faecalis HMGR, NADPH absorbance 340 nm kinetic | inhibition, % at 10 µM | 0.41% of 190,000 active;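 active = inhibition above a set limit, the median over all tested compounds plus 3 SD, cut at about 9.5% in these data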;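 also: enzyme runs in reverse so mevalonate oxidation gives rising NADPH absorbance; 0% = complete reaction with DMSO and 100% = background rate lacking mevalonate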
Hsp70 act – Hsp70 transcriptional activation, primary screen; activation, % at 10 µM; 0.04% of 200,000 active; AID 1203; HeLa Hsp70 promoter luciferase reporter, luminescence; scaled: vehicle 0, proteasome-inhibitor control 100%;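 active = activation above the mean across all tested compounds plus 3 SD, cutoff set per campaign, cut at about 5.5% in these data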;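 also: 100% = MG132 at 30 µM as the positive control and 0% = DMSO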
PMI act satM6P – PMI (human) activation, high substrate. P34949. coupled PMI enzyme assay, resazurin fluorescence, 20 min; active compounds read high; 1 = untreated enzyme, 0 = substrate-free blank. activation factor at 20 µM. 0.34% of 190,000 active. AID 1216;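 active = activation factor of 2 or more at 20 µM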
Target sequence (P34949 whole entry, looked up): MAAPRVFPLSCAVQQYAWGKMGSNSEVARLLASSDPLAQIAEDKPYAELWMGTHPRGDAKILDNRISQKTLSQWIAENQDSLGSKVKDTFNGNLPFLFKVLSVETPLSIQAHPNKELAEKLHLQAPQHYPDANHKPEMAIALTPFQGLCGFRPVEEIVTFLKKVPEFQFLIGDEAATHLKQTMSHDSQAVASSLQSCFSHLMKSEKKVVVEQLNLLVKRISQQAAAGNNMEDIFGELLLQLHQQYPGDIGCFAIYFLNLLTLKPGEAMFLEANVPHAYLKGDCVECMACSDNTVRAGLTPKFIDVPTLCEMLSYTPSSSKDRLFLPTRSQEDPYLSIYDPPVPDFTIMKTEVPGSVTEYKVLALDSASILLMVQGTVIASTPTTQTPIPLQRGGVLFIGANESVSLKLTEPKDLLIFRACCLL
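Technique: Diaphorase-driven resazurin-to-resorufin fluorescence, excitation 544, emission 590 nm | Assay system: Human PMI in coupled enzyme assay | Times: Enzyme reaction with compound 20 min at room temperature | Medium: HEPES-buffered pH 7.4 with magnesium and detergent | Reagent: Mannose-6-phosphate 1.0 mM (near-saturating) plus 0.22 mM NADP+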
TNAP inh noacc – blocks human TNAP activity with no phosphate acceptor present | P05186 | purified TNAP, CDP-star luminescence, 30 min | inhibition, % at 20 µM | 0.26% of 200,000 active;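 active = tissue-nonspecific alkaline phosphatase inhibition above about 50% at 20 µM in the single-dose screen, limit read from the data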;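 also: 0% = DMSO negative control and 100% = EDTA positive control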
S1P3 antag – S1P3 (human) receptor antagonism; AID 485; 0.27% of 170,000 active; CHO S1P3 NFAT-BLA reporter, FRET fluorescence, antagonist mode; Q99500; inhibition, % at 4.98 µM;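 active = inhibition above the plate cutoff, the mean inhibition of test wells on that plate plus 3 SD, cut at about 28% in these data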;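 also: cells challenged with S1P at its EC80 of 0.8 µM; blue over green emission ratio from cleaved BLA substrate after 4 h stimulation; 0% = S1P-stimulated wells and 100% = unstimulated DMSO-only wells; some compounds past the cut are filed as inactive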
PMI activator – increases human mannose-6-phosphate isomerase activity | AID 1214 | activation factor at 20 µM | 0.005% of 190,000 active | purified human PMI, coupled resazurin fluorescence, 20 min; active compounds read high; 1 = vehicle control, 0 substrate-free wells | P34949;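 active = activation factor of 2 or more at 20 µM, relative to plate controls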
Lmaj promast – inhibitors of Leishmania major promastigote growth. Leishmania major promastigotes, resazurin fluorescence viability. inhibition, % at 10 µM. 9% of 200,000 active; in the data active = inhibition above about 50%;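 also: promastigotes grown with compound for 44 hours at 28 °C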
Numbers without * were called inactive; / = not tested or not shown.

SMILES	TNAP inh hi DEA	Redox H2O2 prof	RAM network inh	Efa HMGR inh	Hsp70 act	PMI act satM6P	TNAP inh noacc	S1P3 antag	PMI activator	Lmaj promast
COC(=O)C1C(=O)C=C(N2CCOCC2)CC1(C)C (stereo unspecified)	1	0.3	0.8	-1	-0.3	1	-7	-2	1	-4
O=C(CSCc1ccc(Br)cc1)NCc1ccccn1	-1	0.3	0.7	-4	-0.1	0.9	-1	-12	0.9	-4
CCOC(=O)C1(Cc2cccc(OC)c2)CCN(CC2CC=CCC2)CC1 (stereo unspecified)	0	-0.1	0.8	-4	-0.1	1	-2	-2	0.9	92*
Cc1ccc(OC(=O)c2cccc(C(=O)Oc3ccc(C)cc3)n2)cc1	-5	3.0	-0.1	-1	-0.3	1	-13	/	0.9	2
N#C/C(=C1/CCCCCN1)c1nc2ccccc2[nH]1	-7	2.1	0.6	-2	-0.1	1	-12	13	1	7
O=C(Cc1cccs1)NCc1ccco1	-4	2.4	0.7	-8	-0.3	1	-10	-13	0.9	0
COc1ccc(CCCc2nnc(SCC(=O)Nc3ccccc3F)o2)cc1	3	0.0	0.6	0	-0.3	1.1	9	-10	1.1	-2
COc1ccc(N2C(=O)N(Cc3ccccc3F)c3ccccc3S2(=O)=O)cc1	-4	-1.2	6.8	-5	-0.2	1	-16	8	0.9	-1
COc1ccc(C(=O)Nc2ccc(NC(=O)c3cccs3)cc2)cc1[N+](=O)[O-]	5	2.0	2.3	0	-0.2	0.9	-4	-17	0.9	-1
Cc1cc(C(=O)Nc2ccc3c(c2)OCCO3)c(C)o1	-3	1.4	0.1	-1	0.5	0.9	-21	25	0.9	1
COCCn1cnnc1SCC(=O)Nc1sccc1C(N)=O	-1	-0.5	0.6	2	-0.3	0.9	-7	-2	0.9	-4
CC(Sc1ccsc1[N+](=O)[O-])C(=O)N1CCN(c2ccccn2)CC1 (stereo unspecified)	-3	-0.7	-0.1	-6	-0.3	1	-10	-20	1	13
Cc1nc(/C=[N+](\[O-])C(C)(C)/C=N/O)n(O)c1C	-3	2.0	2.8	0	-0.1	1	-7	-25	0.9	-3
COc1cccc(CN(C)CC(=O)Nc2sc3c(c2C#N)CCC3)c1	-1	-1.4	-0.1	-2	0.0	0.9	-11	2	0.9	-4
CCOC(=O)Nc1ccc2c(CN3CCN(S(=O)(=O)c4ccccc4)CC3)cc(=O)oc2c1	-5	0.9	1.6	1	-0.5	1	-7	-20	0.9	100*
Cc1cc(Nc2ccccc2C(=O)O)nc2nc3ccccc3c(=O)n12	-4	-4.5	3.7	0	-0.1	1	-6	-36	1	0
CCOC(=O)N/N=C(/C)c1ccc(N2C(=O)C3CCCCC3C2=O)cc1 (stereo unspecified)	2	-0.9	2.1	-4	0.7	1	-6	-5	1	-5
Cc1ccc(C)c(CN2CCNC2=O)c1	1	-0.4	0.8	-7	-0.3	1	-9	-10	1	-1
Cc1ccc(C(=O)NCCNC(=O)CN2CCOCC2)cc1	-5	-1.5	2.0	0	-0.3	1	-11	6	1	-6
COc1ccc(NC(=O)Nc2ncccc2C)cc1	-2	0.1	1.9	-3	0.0	0.7	-8	/	0.9	6
Cc1ccc(NC(=O)CCc2ccc(S(=O)(=O)NC3CCCCC3)cc2)cc1	-3	-3.0	2.4	0	-0.1	0.8	6	/	0.9	1
CCOC(=O)C1=NOC(CNC(=O)C2=NOC(CNC(=O)c3c(-c4ccccc4Cl)noc3C)C2)C1 (stereo unspecified)	-3	1.7	2.1	-4	-0.2	1	0	/	1.1	-2
Cc1ccsc1CN(C)Cc1nc(C2CC2)no1	-4	0.3	1.9	-3	-0.3	1.1	-11	7	1	-7
O=C(NC1CCCCC1)C(c1ccc(O)c(O)c1)N(C(=O)Cn1nnc2ccccc21)c1cccc(O)c1 (stereo unspecified)	0	3.2	4.6	-2	-0.1	0.8	51*	12	0.5	-4
O=C(CSc1ncnc2c1nnn2Cc1ccc(F)cc1)NC1CCCC1	0	0.7	3.0	-2	0.1	1	-7	-15	1	-7
COc1cccc(C2CC(c3cccs3)=NN2C(=O)CSc2nc3c(cnn3-c3ccc(F)cc3)c(=O)[nH]2)c1OC (stereo unspecified)	-1	1.0	11*	-8	-0.1	0.9	-12	5	0.9	28
O=C(O)c1cn(-c2ccccc2)nc1-c1cccnc1	-2	0.1	0.2	0	-0.2	1	-7	8	0.9	-4
Cn1c(CN2CCOCC2)nnc1SCc1ccc(C#N)cc1	-4	-0.5	0.1	-6	0.1	1.1	-11	-11	1.1	-6
COc1ccc(C(C(=O)Nc2ccc(C(C)C)cc2)N(C)C(=O)c2ccc(=O)[nH]c2)cc1 (stereo unspecified)	-1	-0.8	9.0*	0	-0.1	1.1	-6	-3	1	-3
CC(Sc1nc(C(C)(C)C)cc(-c2ccccc2)c1C#N)C(=O)Nc1ccccc1 (stereo unspecified)	0	2.0	9.2*	1	-0.4	0.9	-20	-10	0.6	8
O=C(O)CC1Oc2ccc(Cl)cc2NC1=O (stereo unspecified)	-1	-0.2	0.5	0	0.0	0.9	-13	-3	0.9	-7
Cc1ccccc1-c1nc(CS(=O)(=O)CC(=O)NCc2ccc3c(c2)OCO3)c(C)o1	-4	-0.5	4.8	-7	0.1	0.8	-23	-6	0.8	-2
O=C1OCCC1Sc1nnc(-c2ccc3c(c2)OCO3)o1 (stereo unspecified)	-4	-0.2	1.2	5	-0.2	1.1	-10	-14	1.2	-7
Cn1c(=O)[nH]c(=O)c2c1nc(CN1CCOCC1)n2CCc1ccccc1	-2	0.8	1.5	2	0.0	1	-4	17	1	1
CCOc1ccc(NC(=O)c2cn(-c3ccc(OCC)cc3)c(=O)c3cc(OC)c(OC)cc23)cc1	-10	2.2	5.6	-5	-0.3	0.8	-29	/	0.8	89*
CCOc1cccc(C(=O)Nc2nnc(-c3cccs3)s2)c1	-3	0.0	3.3	0	-0.3	1.1	-26	/	1	-8
Cc1cccc(-c2ncc(CN3CCN(C4CCCC4)C(CCO)C3)cn2)c1 (stereo unspecified)	-3	-0.6	0.5	-4	-0.5	/	-2	2	/	64*
CCc1cc2c(CN3CCN(CCO)CC3)cc(=O)oc2cc1O	-10	1.9	2.1	3	-0.7	0.9	-12	14	0.9	5
Nn1c(N2CCCCC2)nc2ccccc21	-1	0.0	1.9	-3	-0.1	1	-10	/	1	1
c1ccc(COc2cccc(CN3CCN(c4ccccn4)CC3)c2)cc1	-5	0.2	1.1	-7	0.0	1.1	-7	10	0.9	79*

The closing 7 entries of the part above lead into the next:
SMILES	TNAP inh hi DEA	Redox H2O2 prof	RAM network inh	Efa HMGR inh	Hsp70 act	PMI act satM6P	TNAP inh noacc	S1P3 antag	PMI activator	Lmaj promast
Cn1c(=O)[nH]c(=O)c2c1nc(CN1CCOCC1)n2CCc1ccccc1	-2	0.8	1.5	2	0.0	1	-4	17	1	1
CCOc1ccc(NC(=O)c2cn(-c3ccc(OCC)cc3)c(=O)c3cc(OC)c(OC)cc23)cc1	-10	2.2	5.6	-5	-0.3	0.8	-29	/	0.8	89*
CCOc1cccc(C(=O)Nc2nnc(-c3cccs3)s2)c1	-3	0.0	3.3	0	-0.3	1.1	-26	/	1	-8
Cc1cccc(-c2ncc(CN3CCN(C4CCCC4)C(CCO)C3)cn2)c1 (stereo unspecified)	-3	-0.6	0.5	-4	-0.5	/	-2	2	/	64*
CCc1cc2c(CN3CCN(CCO)CC3)cc(=O)oc2cc1O	-10	1.9	2.1	3	-0.7	0.9	-12	14	0.9	5
Nn1c(N2CCCCC2)nc2ccccc21	-1	0.0	1.9	-3	-0.1	1	-10	/	1	1
c1ccc(COc2cccc(CN3CCN(c4ccccn4)CC3)c2)cc1	-5	0.2	1.1	-7	0.0	1.1	-7	10	0.9	79*
C/C(CC(=O)NC(C)C)=N\NC(=O)C(c1ccccc1)c1ccccc1	-4	0.3	-0.5	-1	-0.2	0.9	-7	-7	0.9	-8
CCC(C)(C)C1CCC(=NNC(=S)Nc2cccnc2)CC1 (stereo unspecified)	-5	0.1	2.6	1	0.1	1.9	-6	-27	1.4	0
COCCNC(=O)CCCn1c(=O)c2cc(OC)c(OC)cc2n(CC(=O)NCCC2=CCCCC2)c1=O	-5	-0.2	3.4	-5	0.0	0.8	-2	-15	0.9	6
CCc1nnc(N/N=C/c2ccc(N3CCC(C)CC3)c([N+](=O)[O-])c2)n1N	8	0.3	0.1	5	-0.1	0.8	-20	-2	1.1	73*
COc1ccc(/C=N/N(C)c2cc(=O)n(C)c(=O)[nH]2)cc1OC	-6	-0.3	-0.3	-1	0.2	0.6	-8	-19	0.8	-1
Cc1occc1C(=O)NCCc1cccc(Cl)c1	-7	0.1	1.7	-2	-0.1	1.1	-3	/	1.1	-1
CCOC(=O)C1(Cc2ccccc2)CCN(Cc2cccc3nccnc23)CC1	-5	-0.2	2.7	-2	0.0	0.9	-1	1	1	44
CSc1nnc2c(n1)OC1(Nc3ccccc3-2)C(=O)Nc2ccccc21 (stereo unspecified)	-6	-3.9	1.1	-6	-0.1	0.8	-9	-26	1	-4
COc1ccc(N/C=C(\C(C)=O)c2ccc(OC)c(OC)c2)cc1OC	-4	-1.4	0.9	2	-0.2	0.6	-3	8	0.9	-5

Bioassay records from PubChem.

Compounds were not picked by outcome, and some 12% of all compounds hit somewhere here.
